# Assay outcomes from PubChem.
# PTHR1 ag – agonists of human PTHR1 parathyroid hormone receptor | AID 743266 | actives 0.075% (n = 410,000) | Q03431 | Potency, µM (doses to about 115 µM), without a hit: at the top dose activation, hits mostly activators | HEK293 GP2 PTHR1 cells, GloSensor cAMP luminescence, 1 h; also: potency is read from the fitted curve at half-maximal effect; nearly all actives have a fitted effect of over 55% in size; some results filed as inactive show a strong effect at the top dose; inactives centre near -15; many of its hits are not listed in these tables
# Target sequence (Q03431 whole entry, looked up): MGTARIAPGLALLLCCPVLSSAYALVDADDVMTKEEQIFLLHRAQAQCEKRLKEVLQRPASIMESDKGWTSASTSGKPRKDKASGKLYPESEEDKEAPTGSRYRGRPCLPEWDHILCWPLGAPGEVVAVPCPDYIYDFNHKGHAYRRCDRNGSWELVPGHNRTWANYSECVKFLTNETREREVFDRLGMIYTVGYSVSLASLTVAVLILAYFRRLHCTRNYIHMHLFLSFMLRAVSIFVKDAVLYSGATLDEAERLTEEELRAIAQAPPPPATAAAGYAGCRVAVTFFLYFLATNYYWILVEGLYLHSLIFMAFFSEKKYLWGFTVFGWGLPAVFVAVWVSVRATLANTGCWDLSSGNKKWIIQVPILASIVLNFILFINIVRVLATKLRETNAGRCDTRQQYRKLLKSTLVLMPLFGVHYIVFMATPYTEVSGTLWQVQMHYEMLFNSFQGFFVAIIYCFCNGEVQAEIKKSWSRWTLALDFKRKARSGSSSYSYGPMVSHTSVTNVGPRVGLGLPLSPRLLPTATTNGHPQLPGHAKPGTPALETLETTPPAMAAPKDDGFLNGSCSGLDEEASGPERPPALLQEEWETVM
#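 HEK-293-derived GP2 cells expressing PTHR1 and a GloSensor cAMP reporter, 3,000/well, plated overnight, given luciferin plus IBMX (each 0.5 mM as added) for 1 h at 37 °C, then compound for 1 h at 37 °C. Luminescence was read after 15 min at room temperature.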
# Abeta yeast res – restores growth of yeast expressing A-beta42 peptide; Potency, µM (top dose mostly 46.1 µM), for inactives: top-dose growth rescue, actives largely listed as activators; actives 0.063% (n = 410,000); yeast expressing A-beta42, growth rescue, OD600, 48 h; response scale: 0% DMSO, 100% iron-clioquinol control; also: potency is read from the fitted curve at half-maximal effect; nearly all actives have a fitted effect of over 55% in size
#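 Growth rescue measured by 600 nm absorbance after 48 h yeast culture at 30 C with compound. Values normalized between DMSO and an equimolar ferric chloride plus clioquinol control.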
# GLP1R inv ag – inverse agonists of human GLP-1 receptor. actives 1.6% (n = 410,000). HEK293 GLP-1R CRE-luciferase, luminescence, 24 h; GLP-1R form is constitutively active. Potency, µM (highest dose often 38.3 µM), inactives show at the top dose activity change, negative = inhibition, most hits filed as inhibitors; also: potency is read from the fitted curve at half-maximal effect; % is scaled to controls: 0 for no effect and ±100 for the full control effect; nearly all actives have a fitted effect of over 55% in size
# Target sequence (P43220 whole entry, looked up): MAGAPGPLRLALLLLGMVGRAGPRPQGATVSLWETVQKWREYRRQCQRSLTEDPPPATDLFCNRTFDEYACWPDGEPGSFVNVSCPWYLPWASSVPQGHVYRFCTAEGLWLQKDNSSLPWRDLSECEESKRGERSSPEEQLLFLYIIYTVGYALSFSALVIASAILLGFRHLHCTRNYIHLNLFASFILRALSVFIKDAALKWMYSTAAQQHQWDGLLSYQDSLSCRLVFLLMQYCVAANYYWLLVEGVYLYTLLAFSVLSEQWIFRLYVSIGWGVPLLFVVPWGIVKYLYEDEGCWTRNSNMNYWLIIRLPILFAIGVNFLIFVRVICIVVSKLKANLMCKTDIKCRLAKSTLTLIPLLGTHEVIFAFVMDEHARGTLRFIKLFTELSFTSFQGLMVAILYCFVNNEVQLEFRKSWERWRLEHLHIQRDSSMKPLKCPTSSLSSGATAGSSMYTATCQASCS
#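 Luminescence readout: a drop in cAMP-driven luciferase signal flags inverse agonism at a constitutively active GLP-1R stably expressed in HEK293. Compound exposure lasted 24 hr at 37 deg C, 5% CO2.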
# TDP43 rescue – rescues yeast growth from TDP-43 toxicity; TDP-43 expressing yeast growth rescue, BacTiter-Glo, 24 h; Potency, µM (titrated, usually from 46.1 µM), without a hit: top-dose growth rescue (activation), hits mostly activators; actives 1.8% (n = 410,000); also: potency is read from the fitted curve at half-maximal effect; % of control where 0% means no effect; nearly all actives have a fitted effect of over 50% in size
#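 Luminescence from BacTiter-Glo reports growth of TDP-43-expressing yeast after 24 hr at 30 deg C with compound. Cells were raffinose-pregrown to mid-log, then seeded in galactose medium at OD600=0.02.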
# Akt phos inh – Akt phosphorylation inhibition. activity change, % for hits at 50 µM. actives 0.32% (n = 360,000). Neuro2A IGF-stimulated pAkt S473 HTRF, 20 min; active compounds read low; in the data active = activity change below about -80%; inconclusive = mostly about -51% to -80%; also: % is scaled to controls: 0 for no effect and ±100 for the full control effect
#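 Neuro2A cells in DMEM with 0.5% FBS, overnight at 37 deg C, given compound at single 50 µM final, then IGF (6 nM final) for 20 min at 37 deg C. Lysed; phospho-Akt Ser473 by HTRF after 24 h, 665/615 ratio.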
# aSyn yeast inh – inhibitors of alpha-synuclein toxicity in yeast; Yeast expressing alpha-synuclein, growth rescue, BacTiter-Glo, 24 h; Potency, µM (titrated, usually from 46.1 µM), without a hit: at the highest dose growth rescue (activation), hits mostly activators; actives 0.14% (n = 370,000); AID 652106; also: potency is read from the fitted curve at half-maximal effect; % of control where 0% means no effect; nearly all actives have a fitted effect of over 65% in size
#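 Readout is rescue of growth in alpha-synuclein-expressing yeast, so inhibitors of toxicity appear as activators. Growth after 24 hr at 30 deg C in galactose medium is quantified by luminescence.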
# FUS suppressor – rescues growth of FUS-expressing yeast | S. cerevisiae FUS-expressing, growth rescue, OD600, 24 h | Potency, µM (series often up to 76.6 µM), for inactives: top-dose growth rescue (activation), usual class: activators | actives 0.24% (n = 390,000) | AID 1347120;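 also: potency is read from the fitted curve at half-maximal effect; plate controls were DMSO vehicle for no effect and reference control for full effect; nearly all actives have a fitted effect of over 55% in size; some results filed as inactive show a strong effect at the top dose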
#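 Galactose (2%) drives FUS expression in yeast precultured in raffinose; seeding density OD 0.005. Test compounds incubated 24hr at 30C and 99% humidity before absorbance at 600 nm was measured.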
# D3 antag – D3 dopamine receptor (human) antagonism | P35462 | D3R cells, DiscoveRx beta-arrestin luminescence, antagonist mode; active compounds read low | max response, negative = inhibition, % | actives 2.5% (n = 360,000) | AID 652054; in the data active = max response below about -50%; inconclusive = no clear call, values can overlap the other calls; also: % is scaled to controls: 0 for no effect and ±100 for the full control effect; mostly tested at two doses, the higher about 12 µM
#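 Cells expressing the human receptor were seeded at 1500 cells/well, incubated overnight at 37 degrees C in 5% CO2, then exposed to library compounds with dopamine controls for 90 minutes at 37 degrees C before luminescent detection.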
# GLP1R ag – GLP-1 receptor (human) agonism | P43220 | actives 0.007% (n = 380,000) | Potency, µM (doses to about 45.6 µM), for inactives: at the top dose activation, usual class: activators | HEK293 GLP-1R CRE-luciferase, luminescence, 4-6 h; cells express a hypersensitive GLP-1R form; also: potency is read from the fitted curve at half-maximal effect; % of control where 0% means no effect
# Numbers without * were called inactive; i = inactive; ? = inconclusive; / = no result given; [ ] = another dose, or the depositor's remark. Unless noted, calls follow the shape of the dose curve; as a rule, active = well fitted curve in the direction sought with a large enough effect; inconclusive = small, poorly fitted or top-dose-only effect, or another doubt; inactive = no such curve, though single readings can be large; an effect the other way counts as inactive or inconclusive.
# Start of the listing, in advance:
# Order of results – aSyn yeast inh	D3 antag	GLP1R ag	Akt phos inh	Abeta yeast res	FUS suppressor	TDP43 rescue	PTHR1 ag	GLP1R inv ag
(1) Cc1noc(-c2ccc(NCc3ccccc3)c([N+](=O)[O-])c2)n1
    /	/	/	/	-6%	-6%	6%	-12%	11%
(2) Cc1ccc(-n2[nH]c(C)c(C=NCc3ccncc3)c2=O)cc1
    -11%	-15	7%	i	-18%	2%	-28%	-1%	0%
(3) CC1CCC2(CC1)NC(=O)N(CC(=O)NCc1ccc(F)cc1)C2=O (stereo unspecified)
    -5%	-15	0%	i	-16%	-4%	-1%	-17%	-4%
(4) CCOC(=O)N1Cc2cc3ccccc3nc2C1
    5%	3	8%	i	-2%	-8%	0%	-31%[inhibitor]	11%
(5) CCOC(=O)c1c(CN2CCN(C)CC2)oc2ccc(OC)cc12
    1%	-57*	7%	i	15%	25%	-15%	i	0%
(6) COc1ccc(OC)c(CNC(=O)c2cc3c(=O)oc4ccc(C)cc4c3s2)c1
    /	/	0%	/	-1%	-22%	0%	i	10%

# The whole of this part, from the start:
# Order of results – aSyn yeast inh	D3 antag	GLP1R ag	Akt phos inh	Abeta yeast res	FUS suppressor	TDP43 rescue	PTHR1 ag	GLP1R inv ag
(1) Cc1noc(-c2ccc(NCc3ccccc3)c([N+](=O)[O-])c2)n1
    /	/	/	/	-6%	-6%	6%	-12%	11%
(2) Cc1ccc(-n2[nH]c(C)c(C=NCc3ccncc3)c2=O)cc1
    -11%	-15	7%	i	-18%	2%	-28%	-1%	0%
(3) CC1CCC2(CC1)NC(=O)N(CC(=O)NCc1ccc(F)cc1)C2=O (stereo unspecified)
    -5%	-15	0%	i	-16%	-4%	-1%	-17%	-4%
(4) CCOC(=O)N1Cc2cc3ccccc3nc2C1
    5%	3	8%	i	-2%	-8%	0%	-31%[inhibitor]	11%
(5) CCOC(=O)c1c(CN2CCN(C)CC2)oc2ccc(OC)cc12
    1%	-57*	7%	i	15%	25%	-15%	i	0%
(6) COc1ccc(OC)c(CNC(=O)c2cc3c(=O)oc4ccc(C)cc4c3s2)c1
    /	/	0%	/	-1%	-22%	0%	i	10%
(7) CCOC(=O)c1c(C)n(-c2ccccc2)c2ccc(OC(=O)c3cccc(OC)c3OC)cc12
    /	/	/	/	-3%	25%	4%	-7%	?
(8) CCOc1ccc(NC(=O)N2CCCC2C(=O)NCC2CCCO2)cc1 (stereo unspecified)
    -6%	-10	4%	i	-6%	9%	-6%[9.22 µM]	2%	8%
(9) Cc1cc(C)n(CC(O)COCc2ccccc2)n1 (stereo unspecified)
    -10%	-25	-12%	i	-3%	1%	10%	i	-1%
(10) COC(=O)CNC(=O)C1Cc2ccccc2CN1S(=O)(=O)c1cccs1 (stereo unspecified)
    8%	10	5%	i	5%	5%	6%	i	13%
(11) O=C(NNC(=O)C12CC3CC(CC(C3)C1)C2)c1ccccn1
    ?	?	7%	i	?	9%	?	-1%	?
(12) CCOC(=O)C1CCCN(C(=S)Nc2cccc(Cl)c2)C1 (stereo unspecified)
    0%	-16	-3%	i	35%	-6%	?	i	?
(13) Fc1ccccc1CNCCCSc1nnnn1-c1ccccc1
    /	/	/	/	-5%	-16%	15%[9.22 µM]	-3%	?
(14) O=C1c2ccccc2C(O)(Cc2ccccc2)N1C1CCCCC1 (stereo unspecified)
    7%	-2	7%	i	11%	9%	0%	i	-17%
(15) COc1cc(C2c3c(-c4ccccc4O)n[nH]c3C(=O)N2Cc2ccncc2)cc(OC)c1OC (stereo unspecified)
    /	/	/	/	-7%	-16%	?	i	-3%

# Looked up above.
# CC1CCC2(CC1)NC(=O)N(CC(=O)NCc1ccc(F)cc1)C2=O (stereo unspecified) in GLP1R inv ag: -4%
# Fc1ccccc1CNCCCSc1nnnn1-c1ccccc1 in FUS suppressor: -16%
# O=C1c2ccccc2C(O)(Cc2ccccc2)N1C1CCCCC1 (stereo unspecified) in GLP1R inv ag: -17%
# COc1ccc(OC)c(CNC(=O)c2cc3c(=O)oc4ccc(C)cc4c3s2)c1 in Abeta yeast res: -1%

# Next section
# Order of results – aSyn yeast inh	D3 antag	GLP1R ag	Akt phos inh	Abeta yeast res	FUS suppressor	TDP43 rescue	PTHR1 ag	GLP1R inv ag
(16) CC(=O)NC(c1ccc(Cl)cc1Cl)c1ccc2cccnc2c1O (stereo unspecified)
    ?	19	1%	i	?	7%	32µM*	-20%	?
(17) COc1cc(Cl)c(C)cc1NC(=O)CSc1cc(Cl)ccc1Cl
    0%	-13	4%	i	11%	24%	-9%	-8%	?
(18) CC(C)[C@H](NC(=O)N1CCn2c1nc1ccccc12)C(=O)N[C@@H](C(=O)O)c1ccccc1
    -2%	0	-3%	i	-13%	-8%	-10%	-24%	-1%
(19) COc1ccc(NC(=O)CCCOc2ccc(Cl)c(C)c2)cc1S(=O)(=O)N1CCOCC1
    11%	-5	-2%	i	-9%	/	-54%	-7%	?
(20) O=C(c1ccc([N+](=O)[O-])cc1)N(Cc1cccs1)C1CCS(=O)(=O)C1 (stereo unspecified)
    -2%	-4	1%	i	-7%	/	-16%	1%	-1%
(21) COc1cc(Cl)c(C)cc1NC(=O)Cn1cc(S(=O)(=O)N2CCN(c3ccccc3F)CC2)c2ccccc2c1=O
    /	/	0%	/	-11%	-24%	13%	i	16%
(22) C[C@H](CO)N1C[C@H](C)[C@@H](CN(C)Cc2ccc(Oc3ccccc3)cc2)OCc2cnnn2CCCC1=O
    0%	15	-8%	i	1%	-18%	20%	-19%	10%
(23) CC(C)(C)n1nnnc1CN1CCSCC1
    -7%	-18	-22%	i	-2%	-30%	6%	-3%	8%
(24) N/C(CCS(=O)(=O)c1ccc(Cl)cc1)=N\OC(=O)c1ccc(Cl)cc1
    -5%	-10	-1%	i	2%	24%	-10%	i	18%
(25) O=C(CCNC(=O)c1ccccc1Cl)NCc1cccnc1
    -2%	-4	-12%	i	-1%	-5%	18%	i	2%
(26) O=C(Nc1ccccc1)c1nccn1Cc1ccc(F)cc1
    -2%	-6	10%	i	9%	-22%	?	-36%[inhibitor]	?
(27) CC(C)OC(=O)CSc1nnc(-c2ccccn2)n1N
    2%	24	0%	i	-1%	-1%	2%	i	9%
(28) CC(=O)N1N=C2/C(=C/c3ccccc3)CCCC2C1c1ccccc1 (stereo unspecified)
    10%	9	8%	i	-9%	24%	18%[9.22 µM]	-28%	-21%[7.66 µM]
(29) Oc1ccc(C(=S)N2CCN(Cc3ccccc3)CC2)cc1
    1%	-7	5%	i	7%	-22%	13%	i	-6%
(30) Cc1cc(C(=O)Nc2sc3c(c2C#N)CCC(C)C3)cs1 (stereo unspecified)
    0%	10	-2%	i	-1%	23%	-19%	-60%	35%[activator]
(31) O=C1[C@@H]2[C@@H]3C[C@@H]([C@H]4ON=C(c5ccc(Cl)cc5Cl)[C@@H]34)[C@@H]2C(=O)N1C1CCCCC1
    ?	-15	-5%	i	3%	32%	2%	i	?
(32) O=C(Nc1ccc(S(=O)(=O)Nc2nccs2)cc1)c1cc(-c2ccccn2)nc2ccccc12
    0%	?	-1%	i	6%	?	8%	-22%	5%
(33) COc1ccc(C2OC(=O)CC2C(=O)NC(C)C)cc1 (stereo unspecified)
    -1%	-17	12%	i	-1%	?	-5%	0%[57.5 µM]	0%
(34) Cc1cccnc1CCNC(=O)CC1C(=O)NCCN1CC1CCCCC1 (stereo unspecified)
    2%	-2	-5%	i	7%	-15%	2%	12%	2%
(35) O=C(NCC1CCCO1)c1cn(Cc2ccccc2Cl)nc1-c1ccccc1 (stereo unspecified)
    -1%	9	4%	i	-2%	14%	-4%	-11%	?
(36) CC(=O)c1ccc(NC(=O)CSc2nc3nc(C)cc(C)n3n2)cc1
    -11%	5	-6%	i	-8%	-13%	21%	-22%	27%
(37) O=C(NCC(c1cccnc1)N1CCN(Cc2ccccc2)CC1)C(=O)Nc1ccc(F)cc1 (stereo unspecified)
    /	/	/	/	-13%	3%	-1%	-48%[inhibitor]	6%
(38) Cc1ccc(S(=O)(=O)NCCc2nnc3ccc(SCC(=O)Nc4ccc(F)cc4F)nn23)cc1
    /	/	/	/	-6%	1%	5%	-48%[inhibitor]	-1%
(39) NC(=O)c1nsc(C(=O)N(CC(=O)NCc2ccc(F)cc2)Cc2ccco2)c1N
    -2%	0	3%	i	-15%	/	-23%	-14%	0%
(40) CCOCCc1nn2c(=O)cc(COC(=O)C3CCCCC3)nc2s1
    /	/	/	/	-4%	11%	22%	i	7%
(41) COc1cc(C(=O)NC2CCCc3ccccc32)ccc1OCC(=O)Nc1ccc(F)cc1 (stereo unspecified)
    -1%	-13	5%	i	-11%	9%	-20%	-8%	11%
(42) CCn1c(SCc2nc(-c3ccccc3)no2)nnc1-c1ccco1
    2%	-8	1%	i	-1%	17%	18µM*	-14%[57.5 µM]	-9%
(43) CCN(CC)C(=O)C1CCCN(C/C=C/c2ccccc2)C1 (stereo unspecified)
    -1%	-28	3%	-105%*	-5%	19%	-13%	-4%[57.5 µM]	0%
(44) Cc1ccc2c(c1)[C@H]1[C@H](CO2)[C@H](c2ccccc2)[C@]2(C)C(=O)Nc3ccc(Cl)cc3C(=O)N12
    -12%	-23	-2%	i	18%	?	-11%	i	6.3µM*

# Pulled by compound from the list above (two):
# Order of results – aSyn yeast inh	D3 antag	GLP1R ag	Akt phos inh	Abeta yeast res	FUS suppressor	TDP43 rescue	PTHR1 ag	GLP1R inv ag
(37) O=C(NCC(c1cccnc1)N1CCN(Cc2ccccc2)CC1)C(=O)Nc1ccc(F)cc1 (stereo unspecified)
    /	/	/	/	-13%	3%	-1%	-48%[inhibitor]	6%
(44) Cc1ccc2c(c1)[C@H]1[C@H](CO2)[C@H](c2ccccc2)[C@]2(C)C(=O)Nc3ccc(Cl)cc3C(=O)N12
    -12%	-23	-2%	i	18%	?	-11%	i	6.3µM*

# This is a subset. The share of hits here may be higher or lower than overall.
